TRPC4 block = TRPC4 (mouse) channel inhibition; Q9QUQ5; HEK293 TRPC4beta/mu-opioid, DAMGO-evoked Fluo4 calcium flux; active compounds read low; B-score at 10 µM; 0.39% of 300,000 active; AID 2247;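 active = B-score over 3 SD under the library average, no early fluorescence shift, positive overall ratio signal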
Target sequence (Q9QUQ5 whole entry, looked up): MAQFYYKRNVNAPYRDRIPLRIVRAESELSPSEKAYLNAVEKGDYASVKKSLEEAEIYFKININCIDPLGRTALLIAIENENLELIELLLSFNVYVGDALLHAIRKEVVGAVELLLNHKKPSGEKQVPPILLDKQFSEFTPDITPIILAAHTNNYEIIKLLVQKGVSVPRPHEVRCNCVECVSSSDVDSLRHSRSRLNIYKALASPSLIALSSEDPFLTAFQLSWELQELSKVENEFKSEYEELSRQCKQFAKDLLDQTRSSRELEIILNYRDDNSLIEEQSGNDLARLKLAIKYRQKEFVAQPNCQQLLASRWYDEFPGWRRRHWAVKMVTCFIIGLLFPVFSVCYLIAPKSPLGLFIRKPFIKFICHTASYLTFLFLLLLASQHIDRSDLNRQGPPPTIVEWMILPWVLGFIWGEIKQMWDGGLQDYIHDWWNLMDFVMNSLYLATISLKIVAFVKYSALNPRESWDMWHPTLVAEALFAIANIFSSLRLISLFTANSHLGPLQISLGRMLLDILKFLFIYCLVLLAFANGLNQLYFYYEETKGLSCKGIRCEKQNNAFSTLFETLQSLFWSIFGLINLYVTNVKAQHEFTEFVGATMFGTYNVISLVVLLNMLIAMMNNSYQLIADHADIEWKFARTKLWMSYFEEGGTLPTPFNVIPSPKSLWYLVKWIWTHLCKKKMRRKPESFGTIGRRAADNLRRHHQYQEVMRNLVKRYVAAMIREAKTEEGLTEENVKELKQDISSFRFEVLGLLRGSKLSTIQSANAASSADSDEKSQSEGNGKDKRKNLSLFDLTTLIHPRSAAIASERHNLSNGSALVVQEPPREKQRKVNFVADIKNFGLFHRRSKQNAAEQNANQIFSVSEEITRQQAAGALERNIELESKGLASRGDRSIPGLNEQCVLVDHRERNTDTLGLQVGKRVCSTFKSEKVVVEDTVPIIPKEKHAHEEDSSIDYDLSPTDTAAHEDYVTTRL
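Assay system: TRPC4beta/mu-opioid receptor HEK293 cell line; compound dosing: single concentration per test compound; detection: Fluo4 Ca2+ flux fluorescence; evaluation: per-well B score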
SKKanGAS inh = SKKanGAS growth inhibition; 1.3% of 300,000 active; S. pyogenes SKKanGAS, kanamycin growth, BacTiter-Glo, 6 h; AID 1662; inhibition, % at 7.5 µM;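 active = mean replicate score, as percent of positive control median, at least 50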;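 also: strain carries kanamycin resistance gene driven by streptokinase promoter and grows in 40 µg/ml kanamycin; loss of luminescence reflects streptokinase promoter inhibition or plain growth inhibition; 0% = median of DMSO wells and 100% = positive control at its reference dose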
MrgX1 ag = activates human MrgX1 receptor signaling | MrgX1-HEK293 cells, Fluo-4 calcium fluorescence, agonist mode; active compounds read high | B-score at 10 µM | Q96LB2 | AID 588627 | 0.44% of 310,000 active;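 active = calcium response B-score plate-corrected fluorescence ratio at least 3 library SD, with starting fluorescence B-score inside 5 SD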
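System: HEK293 cells stably expressing human MrgX1 receptor; Dosing: test compound in the initial addition of three; Schedule: overnight plating, then 30 min 37 °C plus 30 min room-temperature dye loading; Detection: kinetic calcium dye fluorescence, Fluo-4 NW; Controls: per-plate positive and negative controls for Z′ factor.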
MrgX1 allo act = human MrgX1 positive allosteric modulation, primary screen | Q96LB2 | MrgX1-HEK293, Fluo-4 calcium flux, FDSS; active compounds read high | B-score at 10 µM | 0.63% of 310,000 active;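 active = plate-corrected calcium response at least 3 library SD above typical, normal starting fluorescence, not activating the receptor alone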;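 also: compound read alongside a low EC10 to EC30 dose of BAM8-22 agonist; peak minus trough fluorescence over baseline measured at the second addition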
MrgX1 antagonist = blocks BAM8-22 activation of human MrgX1 receptor. Q96LB2. MRGX1-HEK293 calcium flux, Fluo-4, BAM8-22 antagonism; active compounds read low. B-score at 10 µM. 1.3% of 310,000 active;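 active = calcium-response B-score plate-corrected more than 3 library SD below zero, starting fluorescence within 5 deviations, no agonist response on first addition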;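 also: peak minus trough fluorescence over baseline after final BAM8-22 challenge near maximal dose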
TRPC6 activator = activators of mouse TRPC6 channel. Q61143. HEK293-TRPC6 membrane potential dye fluorescence; active compounds read high. B-score at 10 µM. 0.13% of 310,000 active;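 active = B-score of the integrated fluorescence ratio above library mean plus 3 SD, and starting fluorescence ratio within library mean plus 5 SD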;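 also: higher score means more depolarization so channel activation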
HIF act = HIF pathway transcriptional activation; U2OS HRE-luciferase reporter, luminescence; normalized: DMSO 0%, desferrioxamine 100%; activation, % at 7.5 µM (by protocol); 0.32% of 300,000 active; AID 1910;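 active = mean activation of at least 10% of the iron chelator positive control signal, with at least half of replicates also reaching 10%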
RGS4 inh = human RGS4 inhibition. B-score at 10 µM. P49798. HEK293 M3R/RGS4 inducible, Fluo-4 calcium flux; active compounds read high; triggered by carbachol at its EC20. 0.45% of 310,000 active;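 active = B-score, a plate-corrected calcium signal, over three deviations above library mean, with baseline fluorescence within five deviations of library mean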;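 also: RGS4 expression induced by doxycycline in cells with stable M3 receptor; B-score is computed from the integrated fluorescence ratio over baseline after carbachol; higher B-score means a larger calcium signal and so more RGS4 inhibition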
RGS4 pot = potentiators or activators of RGS4 | HEK293 M3R/inducible RGS4, carbachol calcium flux Fluo4; active compounds read low | B-score at 10 µM | 0.92% of 310,000 active | AID 463111;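 active = B-score of the integrated calcium signal more than 4 SD below the library mean, with starting fluorescence not abnormally high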;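 also: negative B-score means reduced calcium response which marks RGS4 activation or potentiation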
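test system = M3R-expressing HEK293 line, RGS4 induced by doxycycline | probe or stimulus = carbachol at ECmax as muscarinic agonist stimulus | timing = dye loading 30 min 37 °C, buffer rest 30 min RT | signal = calcium dye Fluo4 fluorescence | evaluation = B score from integrated fluorescence ratio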
TRPC6 inh = inhibitors of mouse TRPC6 channel; HEK293-TRPC6, membrane potential dye, ACh-evoked depolarization; active compounds read low; AID 2553; 1.1% of 310,000 active; B-score at 10 µM;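 active = B-score under library mean minus 3 SD, initial fluorescence not abnormally high, positive integrated signal ratio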;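 also: B-score derived from integrated fluorescence ratio over the kinetic read; more negative B-score means stronger inhibition of depolarization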
Platelet DG rel = modulates dense granule release in human platelets; human platelet-rich plasma, SFLLRN dense granule ATP release, luminescence; inhibition, %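 (compounds screened at 7.5 µM in platelet-rich plasma)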; 0.22% of 300,000 active; AID 1663;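 active = mean replicate score, as percent of positive control, at or above 50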
* hit, by the source's call; i = inactive; · = no result given. The list is partial (hit frequency here may not be typical).

structure,HIF act,TRPC6 inh,SKKanGAS inh,MrgX1 allo act,RGS4 pot,MrgX1 antagonist,RGS4 inh,MrgX1 ag,Platelet DG rel,TRPC6 activator,TRPC4 block
CCN(CC)P(=O)(Oc1cccc(C)c1)N(CC)CC,-0.8,i,1,i,i,i,i,i,4,i,i
CNC(=O)O/N=C(\C)Cc1nnn(-c2cc(C)on2)n1,-0.4,i,1,i,i,i,i,i,0,i,i
CCCCC(=O)N/N=C/c1c(O)n(CCC2=CCCCC2)c(=O)[nH]c1=O,0.5,i,27,i,i,i,i,i,-2,i,i
CCOC(=O)c1c(C)n(Cc2ccc3c(c2)OCO3)c2ccc(O)cc12,2.5,i,-15,i,i,i,i,i,-5,i,i
N#CC1(c2ccccc2)CCN(C2CC(=O)N(c3cccc(F)c3)C2=O)CC1 (stereo not drawn),-0.4,i,1,i,i,i,i,i,1,i,i
O=C(c1ccccc1F)N1CCC2(CC1)OCCO2,2.8,i,0,i,i,i,i,i,-9,i,i
Cc1cc(C)c(C(=O)N2CCC3(CC2)OCCO3)c(C)c1,-3.7,i,2,i,i,i,i,i,13,i,i
COC(=O)C1=C(c2ccccc2)C[C@@H]2CC[C@H]1N2C(=O)N1CCC(C)CC1,-0.1,i,5,i,i,i,i,i,-4,i,i
Clc1cccc(Cl)c1CN1CCN(c2ccccc2)CC1,-0.2,i,-6,i,i,i,i,i,-21,i,i
CCOc1cccc(CNC2CN3CCC2CC3)c1 (stereo not drawn),0.1,i,2,i,i,i,i,i,-1,i,i
CC(C)NCC(O)c1ccc(C2CCCC2)cc1 (stereo not drawn),0.3,i,0,i,i,i,i,i,7,i,i
CSc1ccc(C(c2c(O)c3ccccc3oc2=O)c2c(C)n(C)n(-c3ccccc3)c2=O)cc1 (stereo not drawn),-1.1,i,2,i,i,i,i,i,3,i,i
O=C(c1ccc(Cl)cc1)C1CCCN(Cc2ccc3c(c2)OCCO3)C1 (stereo not drawn),-0.1,i,-6,i,-8.7*,i,i,i,-6,i,i
Cc1ccc2c(c1)C1CN(C)CCC1N2C(=O)COc1ccc(S(=O)(=O)N2CCOCC2)cc1 (stereo not drawn),-0.4,i,-1,i,i,i,i,i,3,i,i
O=C(c1ccc2c(=O)n(Cc3ccc4c(c3)OCO4)c(=S)[nH]c2c1)N1CCC2(CC1)OCCO2,0.3,i,1,i,i,i,i,i,0,i,i
CN1CCN(Cc2cn3cccnc3n2)CC1,-0.2,i,-7,i,i,i,i,i,-3,i,i
CCC(=O)c1cn(Cc2ccc(C#N)cc2)c2ccccc12,-0.3,i,6,i,i,i,i,i,-32,i,i
CC(=O)c1cn(Cc2ccccc2F)c2ccccc12,2.4,i,8,·,i,·,i,·,0,i,i
CNCCc1c(C)n[nH]c1C,-0.3,i,-5,i,i,i,i,i,2,i,i
O=c1[nH]c(=O)n(C2CCCCC2)c(O)c1/C=N/N1CCCCC1c1cccnc1 (stereo not drawn),-0.4,i,2,i,i,i,i,i,5,i,i
CC12CN3CN(C1)CC(C)(C3)C2=NO,-0.2,i,-1,i,i,i,5.2*,i,0,i,i
C=CCn1c(O)c(C(C)=Nc2ccc3c(c2)CCC3)c(=O)[nH]c1=O,0.7,i,28,i,i,i,i,i,-7,i,i
Cc1ccc(CN(Cc2ccccc2)C(=S)NCC(=O)N2CCC3(CC2)OCCO3)o1,-0.3,i,-4,i,i,i,i,i,1,i,i
O=C(N/N=C/c1c(O)n(-c2ccccc2)c(=O)[nH]c1=O)c1ccncc1,-0.4,i,-6,i,i,i,i,i,-24,i,i
CC1CCCCC1NC1CCN(C)CC1 (stereo not drawn),-4.2,i,6,i,i,i,i,i,-3,i,i
O=C(c1cc2cc3ccc(Cl)cc3nc2o1)N1CCC2(CC1)OCCO2,0.3,i,10,i,i,i,i,i,1,i,i
Cc1sc(-n2c(C)cc(C=C3C(=O)NC(=O)NC3=O)c2C)c(C#N)c1C,-0.3,i,1,i,i,i,i,i,4,i,i
COc1ccc(N/N=C/c2c(O)n(-c3ccc(C)c(C)c3)c(=O)[nH]c2=O)cc1,-0.1,i,-2,i,i,i,i,i,-2,i,i
O=C1CCCN1c1ccc(S(=O)(=O)O)cc1 (tested in a mixture with another compound),-0.1,i,-2,i,i,i,i,i,2,i,i
CCC(=O)O[C@@H]1[C@@H](OC(C)=O)[C@@]2(O)C(C[C@H](O)C2(C)C)[C@](C)(O)[C@H]2CC[C@@H]3[C@@H](O)[C@]12C[C@@]3(C)O (stereo partly drawn),-0.8,i,1,i,i,i,i,i,0,i,i
Cc1ccc(C(C)C)c(OCC(=O)N2CCN(Cc3nc4cc([N+](=O)[O-])ccc4n3C)CC2)c1,-0.6,i,21,i,i,i,i,i,4,i,i
CCCCC(=O)C1C(=O)NC(=O)NC1=O,-0.1,i,4,i,i,i,i,i,-1,i,i
Fc1ccc(Cn2nnnc2CN2CCC(n3nnc4cc(C(F)(F)F)ccc43)CC2)cc1,-0.6,i,6,i,i,i,i,i,1,i,i
N=C1c2ccccc2CN1c1cccc([N+](=O)[O-])c1,-0.8,i,-13,i,i,i,i,i,-1,i,i
CCN1CCN(C(=O)Cc2coc3ccc4ccccc4c23)CC1,1.0,i,-2,i,i,i,i,i,-3,i,i
O=C1Nc2cc(C(=O)N3CCC4(CC3)OCCO4)ccc2NC1CSCc1cccc(F)c1 (stereo not drawn),0.3,i,3,i,i,i,i,42*,13,i,i
COc1cccc(CN2CCN(Cc3cccc(F)c3)CC2)c1,-0.1,i,-4,i,i,i,i,i,1,i,i
CCN(CC)C(=O)c1ccc(NC(=O)c2ccc(-c3nn(C)c(=O)c4ccccc34)cc2)cc1,-0.1,i,-8,i,i,i,i,i,1,i,i
COc1ccc(CNCCc2cccc(F)c2)c2ccccc12,-14,i,2,i,i,i,i,i,-1,i,i
CCN1CCN(c2nc3c(c(=O)[nH]2)CCCC3)CC1,-0.2,i,0,i,i,i,i,i,4,i,i
CN(CCc1ccccc1)Cc1c[nH]c2ccccc12,1.3,i,2,i,i,i,i,i,1,i,i
CCC(C)N1CCN(C(=O)Cc2ccccc2)CC1 (stereo not drawn),-0.3,-7.1*,0,i,i,i,i,i,13,i,i
O=[N+]([O-])c1ccc(N2CCCC(C(F)(F)F)C2)c2ccncc12 (stereo not drawn),0.9,i,2,i,i,i,i,i,7,i,i
CC(C)C(C)(NC(=O)c1cccn(Cc2ccc3c(c2)OC(F)(F)O3)c1=O)C(N)=O (stereo not drawn),0.2,i,-5,i,i,i,i,i,-2,i,i
O=C(c1ccc2c(c1)ncn2-c1ccc(F)cc1F)N1CCC2(CC1)OCCO2,1.4,i,1,i,i,i,i,i,-2,i,i
Cn1ncc(Cl)c1C(=O)N1CCC2(CC1)OCCO2,-0.4,i,51*,i,i,i,i,i,0,i,i
CCOc1cc2c(cc1OCC)-n1cccc1C(c1ccc(C)cc1C)NC2 (stereo not drawn),-0.8,i,-5,i,i,i,i,i,-8,i,i
COc1ccc(OC)c(N2C(=O)NC(=O)C3(Cc4cc(C)ccc4N(C)C3)C2=O)c1 (stereo not drawn),-0.3,i,0,i,i,i,i,i,1,i,i

Entries of single compounds, quoted from the list. Screens in order: HIF act | TRPC6 inh | SKKanGAS inh | MrgX1 allo act | RGS4 pot | MrgX1 antagonist | RGS4 inh | MrgX1 ag | Platelet DG rel | TRPC6 activator | TRPC4 block
CCC(C)N1CCN(C(=O)Cc2ccccc2)CC1 (stereo not drawn) is listed as -0.3 | -7.1* | 0 | i | i | i | i | i | 13 | i | i
Cn1ncc(Cl)c1C(=O)N1CCC2(CC1)OCCO2 is listed as -0.4 | i | 51* | i | i | i | i | i | 0 | i | i
O=C(c1ccc2c(c1)ncn2-c1ccc(F)cc1F)N1CCC2(CC1)OCCO2 is listed as 1.4 | i | 1 | i | i | i | i | i | -2 | i | i

(next part)
structure,HIF act,TRPC6 inh,SKKanGAS inh,MrgX1 allo act,RGS4 pot,MrgX1 antagonist,RGS4 inh,MrgX1 ag,Platelet DG rel,TRPC6 activator,TRPC4 block
COc1ccc(-n2c(O)c(C=NCc3ccc4c(c3)OCO4)c(=O)[nH]c2=O)cc1,0.0,i,15,i,i,i,i,i,2,i,i
O=C(CN1CCCC1=O)N1CCOCC1,0.1,i,3,i,i,i,i,i,0,i,i
CCC(=NCCC(c1ccccc1)c1ccccc1)c1c(O)[nH]c(=O)[nH]c1=O,-0.2,i,6,i,i,i,i,i,18,i,i
COCCCn1c(-c2ccc(OC)cc2)cc(C(=O)NC2CCCCCCC2)c1C,-1.0,i,10,i,i,i,i,i,-6,i,i
Cn1c(O)c(C=NCCN2CCN(C(=O)c3ccccc3)CC2)c(=O)n(C)c1=O,-0.2,i,-2,i,i,i,i,i,0,i,i
CN1CCCC(C(=O)c2ccc(Cl)cc2)C1 (stereo not drawn),-1.2,i,4,i,i,i,i,i,-3,i,-9*
CCC(C)C1(CC)C(=O)NC(=O)N=C1N (stereo not drawn),-0.2,i,-19,i,i,i,i,i,9,i,i
CCc1nc2ccccc2c(=O)n1-c1ccccc1[N+](=O)[O-],-0.1,i,8,i,i,i,i,i,4,i,i
O=c1[nH]c(=O)n(CCC2=CCCCC2)c(O)c1/C=N/Nc1ccccc1,0.7,i,-10,i,i,i,i,i,-15,i,i
O=c1[nH]c(=O)n(Cc2ccc(F)cc2)c(O)c1C=NCCN1CCCCC1,-0.1,i,18,i,i,i,i,i,1,i,i
CN1CCN(c2nc3ccccc3o2)CC1,0.3,i,-18,i,i,i,i,i,-2,i,i

Compound activity as filed in PubChem BioAssay.
